PTHR1 ag – PTHR1 (human) receptor agonism; Q03431; HEK293 GP2 PTHR1 cells, GloSensor cAMP luminescence, 1 h; Potency, µM (doses to about 115 µM), inactives show at the highest dose activation, hits mostly activators; 0.075% of 410,000 active; AID 743266; note: potency is the fitted concentration of half-maximal effect; nearly all actives have a fitted effect of over 55% in size; some results filed as inactive show a strong effect at the top dose; inactives centre near -15; many of its hits are not listed in these tables
Target sequence (Q03431 whole entry, looked up): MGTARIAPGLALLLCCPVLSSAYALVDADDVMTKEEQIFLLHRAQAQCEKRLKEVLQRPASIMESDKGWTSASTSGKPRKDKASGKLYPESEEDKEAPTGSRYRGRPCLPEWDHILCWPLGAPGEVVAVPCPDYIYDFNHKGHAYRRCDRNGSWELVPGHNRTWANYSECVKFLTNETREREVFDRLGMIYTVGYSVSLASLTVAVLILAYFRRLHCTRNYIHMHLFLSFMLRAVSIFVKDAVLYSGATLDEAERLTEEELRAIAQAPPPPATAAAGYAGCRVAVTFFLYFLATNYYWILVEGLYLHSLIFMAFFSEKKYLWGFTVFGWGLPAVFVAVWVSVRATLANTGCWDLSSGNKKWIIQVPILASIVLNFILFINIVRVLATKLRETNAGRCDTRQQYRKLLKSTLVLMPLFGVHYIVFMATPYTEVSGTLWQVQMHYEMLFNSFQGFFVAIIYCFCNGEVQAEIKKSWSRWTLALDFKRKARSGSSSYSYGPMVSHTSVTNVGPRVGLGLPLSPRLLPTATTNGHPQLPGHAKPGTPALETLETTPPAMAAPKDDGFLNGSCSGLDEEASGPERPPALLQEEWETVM
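HEK-293-derived GP2 cells expressing PTHR1 and a GloSensor cAMP reporter, 3,000/well, plated overnight, given luciferin plus IBMX (each 0.5 mM as added) for 1 h at 37 °C, then compound for 1 h at 37 °C. Luminescence was read after 15 min at room temperature.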
FUS suppressor – rescues growth of FUS-expressing yeast | S. cerevisiae FUS-expressing, growth rescue, OD600, 24 h | 0.24% of 390,000 active | AID 1347120 | Potency, µM (titrated, usually from 76.6 µM), inactives show at the top dose growth rescue (activation), hits mostly activators;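 note: potency is the fitted concentration of half-maximal effect; plate controls were DMSO vehicle for no effect and reference control for full effect; nearly all actives have a fitted effect of over 55% in size; some results filed as inactive show a strong effect at the top dose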
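Quantitative HTS measuring growth restoration of FUS-toxic yeast. Galactose-induced cells (OD 0.005) were exposed 24hr at 30C to compounds at several concentrations, then absorbance at 600 nm was recorded.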
pAkt inh – inhibitors of Akt phosphorylation; 0.32% of 360,000 active; Neuro2A IGF-stimulated pAkt S473 HTRF, 20 min; stronger effect = lower value; AID 651550; activity change, % for hits at 50 µM; in the data active = activity change below about -80%; inconclusive = mostly about -51% to -80%; note: % is set by controls: 0 for no effect and ±100 for the full control effect
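Neuro2A cells (4,500/well, DMEM with 0.5% FBS) were treated with compound at a single 50 µM final concentration, stimulated with 6 nM IGF for 20 min at 37 °C, and lysed. Phospho-Akt Ser473 was read by HTRF as 665/615 ratio ×10^4.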
TDP43 rescue – rescues yeast growth from TDP-43 toxicity; TDP-43 expressing yeast growth rescue, BacTiter-Glo, 24 h; Potency, µM (titrated, usually from 46.1 µM), for inactives: at the highest dose growth rescue (activation), usual class: activators; 1.8% of 410,000 active; AID 652104; note: potency is the fitted concentration of half-maximal effect; % of control where 0% means no effect; nearly all actives have a fitted effect of over 50% in size
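Luminescence from BacTiter-Glo reports growth of TDP-43-expressing yeast after 24 hr at 30 deg C with compound. Cells were raffinose-pregrown to mid-log, then seeded in galactose medium at OD600=0.02.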
GLP-1R agonist – agonists of human GLP-1 receptor; HEK293 GLP-1R CRE-luciferase, luminescence, 4-6 h; cells express a hypersensitive GLP-1R form; P43220; 0.007% of 380,000 active; Potency, µM (top dose mostly 45.6 µM), for the others: at the top dose activation, most hits filed as activators; AID 624172; note: potency is the fitted concentration of half-maximal effect; % of control where 0% means no effect
GLP1R inv ag – GLP-1 receptor (human) inverse agonism. P43220. HEK293 GLP-1R CRE-luciferase, luminescence, 24 h; GLP-1R form is constitutively active. Potency, µM (series often up to 38.3 µM), for inactives: at the highest dose activity change, negative = inhibition, most hits filed as inhibitors. 1.6% of 410,000 active; note: potency is the fitted concentration of half-maximal effect; % is set by controls: 0 for no effect and ±100 for the full control effect; nearly all actives have a fitted effect of over 55% in size
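Constitutively active GLP-1R drives a cAMP-responsive luciferase in stably transfected HEK293 cells; test compounds are added after overnight (12 h) attachment and left 24 hr, and signal loss in luminescence marks inhibition.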
D3 antag – D3 dopamine receptor (human) antagonism | P35462 | D3R cells, DiscoveRx beta-arrestin luminescence, antagonist mode; stronger effect = lower value | max response, negative = inhibition, % | 2.5% of 360,000 active | AID 652054; in the data active = max response below about -50%; inconclusive = no clear call, values can overlap the other calls; note: % is set by controls: 0 for no effect and ±100 for the full control effect; mostly tested at two doses, the higher about 12 µM
Target sequence (P35462 whole entry, looked up): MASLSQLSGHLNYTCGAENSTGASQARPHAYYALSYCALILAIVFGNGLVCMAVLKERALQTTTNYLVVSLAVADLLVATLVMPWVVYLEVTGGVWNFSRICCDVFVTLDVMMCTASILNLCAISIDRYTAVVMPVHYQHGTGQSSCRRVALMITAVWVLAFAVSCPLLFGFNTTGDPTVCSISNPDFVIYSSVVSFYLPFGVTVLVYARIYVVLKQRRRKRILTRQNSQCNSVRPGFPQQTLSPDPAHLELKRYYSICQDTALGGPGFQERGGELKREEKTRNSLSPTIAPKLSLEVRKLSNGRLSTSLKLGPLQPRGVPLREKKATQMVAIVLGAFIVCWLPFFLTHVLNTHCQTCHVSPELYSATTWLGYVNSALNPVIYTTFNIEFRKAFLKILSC
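Cells expressing the human receptor were seeded at 1500 cells/well, incubated overnight at 37 degrees C in 5% CO2, then exposed to library compounds with dopamine controls for 90 minutes at 37 degrees C before luminescent detection.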
aSyn rescue – rescues yeast growth from alpha-synuclein toxicity. Yeast expressing alpha-synuclein, growth rescue, BacTiter-Glo, 24 h. Potency, µM (doses to about 46.1 µM), for inactives: top-dose growth rescue (activation), most hits filed as activators. 0.14% of 370,000 active. AID 652106; note: potency is the fitted concentration of half-maximal effect; % of control where 0% means no effect; nearly all actives have a fitted effect of over 65% in size
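Screening used galactose-induced yeast with toxic alpha-synuclein levels, exposed to compound for 24 hr at 30 deg C. Cell growth, read with BacTiter-Glo luminescence, gave the measured signal.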
Abeta rescue – restores growth of yeast expressing A-beta42 peptide. yeast expressing A-beta42, growth rescue, OD600, 48 h; response scale: 0% DMSO, 100% iron-clioquinol control. Potency, µM (titrated, usually from 46.1 µM), for the others: at the top dose growth rescue, usual class: activators. 0.063% of 410,000 active; note: potency is the fitted concentration of half-maximal effect; nearly all actives have a fitted effect of over 55% in size
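Yeast A-beta toxicity model in growth medium with pinned compounds, 48 h at 30 C; growth read as absorbance at 600 nm. Normalized to FeCl3/clioquinol equimolar mix (positive) and DMSO (negative).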
Starred values were filed as active, the others as inactive; i = inactive; ? = inconclusive; · = not tested or not shown; [ ] = dose if it differs, or a comment. Unless noted, calls come from the whole dose curve; as a rule, active = well fitted curve in the direction sought with a large enough effect; inconclusive = small, poorly fitted or top-dose-only effect, or another doubt; inactive = no such curve, though single readings can be large; an effect the other way counts as inactive or inconclusive. This is a subset; the hit share may differ from the screen's.

SMILES	PTHR1 ag	FUS suppressor	pAkt inh	TDP43 rescue	GLP-1R agonist	GLP1R inv ag	D3 antag	aSyn rescue	Abeta rescue
CCn1cc(C(=O)N2CCN(c3ccccc3)CC2)c(=O)c2cc(S(=O)(=O)N(C)C3CCCCC3)ccc21	i	-6.6%	·	18.2%	0.6%	14.1%	·	·	0.4%
Cc1sc2ncnc(-n3nnc4ccccc43)c2c1C	i	-3.2%	i	19.3%	8.8%	3.4%	-6.5	-3.4%	-11.7%
c1ccc(Cc2nc3ccccc3[nH]2)cc1	-12.6%	-24.1%	i	19.2%	5.9%	0.3%	-8.2	-5.7%	-14.3%
CCOc1ccc(C(=O)NC(=S)Nc2cc(C)ccn2)cc1[N+](=O)[O-]	-3.3%	-27.6%	i	7.3%	15.5%	17.0%	-17.8	-10.4%	-1.3%
CC1(C)Cc2nc(NCCCO)c(C#N)cc2CO1	i	4.7%	i	-23.3%	12.1%	31.3%[activator]	-16.1	0.9%	-16.4%
O=C1CSCN1c1ccc(Cl)cc1	i	-16.3%	i	?	4.2%	0.2%	-2.2	0.1%	-8.2%
O=C(c1ccccc1)c1cc2c(cc1[N+](=O)[O-])OCCO2	-59.0%[inhibitor]	7.7%	i	?	9.7%	16.9%	5.8	-11.7%	-5.9%
CCCNc1nc2c(c(=O)[nH]c(=O)n2C)n1CCc1ccccc1	-21.4%	-22.2%	i	3.8%	5.0%	9.8%	0.6	-2.8%	-26.5%
O=C(CNC(=O)c1ccccc1)OCC(=O)c1cccs1	i	7.3%	i	-11.7%	8.5%	-3.3%	2.7	-2.6%	-3.2%
COCCNC(=O)COc1ccc(C)c(C)c1	-9.1%[57.5 µM]	-16.2%	i	-6.3%	5.0%	4.1%	-14.7	0.1%	2.4%
CN1CCCN(C(=O)c2cc(-c3ccc(Cl)c(Cl)c3Cl)nc3ccccc23)CC1	-17.1%	-5.8%	i	-1.0%	6.5%	-18.3%	14.1	6.9%	-6.4%
CCN(CC)S(=O)(=O)c1ccc(N2CCOCC2)c(NC(=O)Cc2ccccc2)c1	i	·	i	-3.4%	-0.7%	2.3%	26.5	-0.1%	-4.7%
C[n+]1cccc2c(Br)ccc([O-])c21	i	11.6%	i	-11.5%	2.2%	6.9%	4.5	-6.1%	-7.1%
Cc1ccc(C(=O)c2cn(Cc3ccc(Cl)cc3)c3nc(C)ccc3c2=O)cc1	-19.2%	14.4%	·	?	·	-20.2%	·	·	6.5%
COc1ccc[nH]c1=O	i	-2.9%	i	-20.7%	-8.3%	3.8%	-4.8	-2.1%	-6.3%
O=C(O)c1cc(OCc2ccccc2)cc(OCc2ccccc2)c1	i	-19.6%	i	-6.3%	0.0%	-28.1%	-7.9	8.3%	11.2%
COC(=O)c1ccc(OC(=O)c2ccco2)cc1	-2.8%	-8.1%	i	20.5%	-7.3%	?	11.8	0.9%	20.3%
Cc1cc(C)nc(/N=C(/NC(=O)Nc2ccc(Cl)c(Cl)c2)Nc2cccc(Cl)c2)n1	-24.5%	-7.2%	i	10.0%	1.3%	19.7%	-19.8	11.4%	-1.0%
Nc1n[nH]c(C2CC2)c1N=Nc1ccc(Cl)c(Cl)c1	i	36.7%	i	?	13.4%	?	-2.4	-10.9%	-69.9%[inhibitor]
O=C(/C=C/c1ccccc1Cl)Nc1cccc(S(=O)(=O)NC2=NCCCCC2)c1	-21.2%	?	i	-25.7%	9.3%	10µM*	-3.8	-18.7%	-1.1%
COC(=O)CCc1c(C)nn(-c2ccccc2)c1C	i	-9.2%	i	8.3%	-6.2%	1.8%	9.7	-6.4%	5.7%
CCCC(NC(=O)C(C)N1CCN(S(=O)(=O)c2ccccc2)CC1)c1ccccc1 (stereo unspecified)	-39.3%	·	i	14.1%	-9.6%	?	5.1	9.6%	17.6%
CC(C)(C)c1cc(CN(CCO)CCO)c(O)c(C(C)(C)C)c1	i	11.5%	i	-11.2%	-0.1%	-46.0%	0.3	0.2%	10.1%
Cc1cccc(S(=O)(=O)Nc2ccc(-c3ccc4nncn4n3)cc2)c1	i	-6.4%	i	9.7%	13.0%	135.0%[activator]	-17.1	-6.3%	2.7%
COc1ccc(-c2nc(Cn3c(=O)cc(C)c4c(C)nn(-c5ccccc5)c43)c(C)o2)c(OC)c1	i	-6.6%	·	29.8%	·	11.8%	·	·	3.4%
COC(=O)c1ccc(NC(=O)C(=O)c2cccn2C)cc1	-40.0%[inhibitor]	-6.2%	i	-18.9%	-14.2%	?	-5.7	-29.4%	-26.3%
CN(C)S(=O)(=O)c1cccc(NC(=O)c2cc(=O)[nH]c3ccccc23)c1	-1.4%	-20.6%	i	1.2%	9.2%	39.5%[activator]	-5.0	0.2%	1.2%
COc1ccc(N2CCN(CCCn3c(=S)[nH]c4ncccc4c3=O)CC2)cc1	i	15.8%	i	4.5%	-9.1%	0.0%	0.0	1.2%	19.6%
Nc1nonc1-c1nc2ccccc2n1CC(=O)Nc1ccccc1C(=O)O	i	3.3%	·	3.3%	·	?	·	·	-12.7%
COc1ccc(-n2nnnc2C2CCN(S(=O)(=O)c3cccc(C(F)(F)F)c3)CC2)cc1	i	-15.9%	·	3.5%	·	2.2%	·	·	-5.0%

For convenience, 8 of the compounds above.
SMILES	PTHR1 ag	FUS suppressor	pAkt inh	TDP43 rescue	GLP-1R agonist	GLP1R inv ag	D3 antag	aSyn rescue	Abeta rescue
CC(C)(C)c1cc(CN(CCO)CCO)c(O)c(C(C)(C)C)c1	i	11.5%	i	-11.2%	-0.1%	-46.0%	0.3	0.2%	10.1%
Cc1cccc(S(=O)(=O)Nc2ccc(-c3ccc4nncn4n3)cc2)c1	i	-6.4%	i	9.7%	13.0%	135.0%[activator]	-17.1	-6.3%	2.7%
COc1ccc(-c2nc(Cn3c(=O)cc(C)c4c(C)nn(-c5ccccc5)c43)c(C)o2)c(OC)c1	i	-6.6%	·	29.8%	·	11.8%	·	·	3.4%
COC(=O)c1ccc(NC(=O)C(=O)c2cccn2C)cc1	-40.0%[inhibitor]	-6.2%	i	-18.9%	-14.2%	?	-5.7	-29.4%	-26.3%
CN(C)S(=O)(=O)c1cccc(NC(=O)c2cc(=O)[nH]c3ccccc23)c1	-1.4%	-20.6%	i	1.2%	9.2%	39.5%[activator]	-5.0	0.2%	1.2%
COc1ccc(N2CCN(CCCn3c(=S)[nH]c4ncccc4c3=O)CC2)cc1	i	15.8%	i	4.5%	-9.1%	0.0%	0.0	1.2%	19.6%
Nc1nonc1-c1nc2ccccc2n1CC(=O)Nc1ccccc1C(=O)O	i	3.3%	·	3.3%	·	?	·	·	-12.7%
COc1ccc(-n2nnnc2C2CCN(S(=O)(=O)c3cccc(C(F)(F)F)c3)CC2)cc1	i	-15.9%	·	3.5%	·	2.2%	·	·	-5.0%

Further compounds
SMILES	PTHR1 ag	FUS suppressor	pAkt inh	TDP43 rescue	GLP-1R agonist	GLP1R inv ag	D3 antag	aSyn rescue	Abeta rescue
COCCOc1ccc(C(F)(F)F)cc1NC(=O)COC(=O)C12CC3CC(CC(O)(C3)C1)C2	-25.0%	·	i	29.9%	17.6%	-3.4%	10.5	-1.0%	7.6%
Cc1nc(Nc2ccc(O)cc2)c2c3c(sc2n1)CCCC3	11.0%	37.2%	i	?	25.7%	?	-13.4	-2.8%	-19.3%
c1ccc2c(c1)CCCN2Cc1nnnn1CC1CCCO1 (stereo unspecified)	i	37.7%	i	-5.4%	-0.8%	-6.6%	?	-7.6%	-11.0%
CCN(CC)S(=O)(=O)c1ccc(N2CCOCC2)c(NC(=O)C2CC2)c1	i	10.2%	i	-25.8%	3.6%	32.2%	2.2	-1.9%	4.6%
CC(C)(C)c1ccc(OCC(O)CN2CCN(C(=O)c3ccccc3)CC2)cc1 (stereo unspecified)	-1.8%	-3.1%	i	-25.1%	6.2%	10µM*	13.5	-3.4%	13.6%
CCCCCCNC(=O)Nc1ccccc1	-13.1%[57.5 µM]	17.4%	i	-11.8%	7.2%	-9.0%	7.2	-4.2%	-24.5%
CN(CC(=O)Nc1cccc(F)c1)C(=O)CNS(=O)(=O)c1ccc(N(C)C)c([N+](=O)[O-])c1	-13.4%	26.9%	i	13.9%	-0.7%	13.3%	?	-12.7%	20.2%
CCOC(=O)Cn1c(=O)oc2cc(S(=O)(=O)N(C)c3ccc(OC)cc3)ccc21	i	-2.9%	i	4.7%	10.3%	-3.4%	10.2	3.0%	4.3%
O=C1OCCN1C(=O)[C@H]1[C@H](c2ccc(F)cc2)C(c2cccc(Cl)c2)=NN1c1ccc(Br)cc1	-11.4%	-1.1%	i	21.6%	-3.8%	8.91µM*	14.5	26.8%	16.0%
CC(C)c1nc2cc(C(=O)N3CCNC(=O)C3c3ccc(F)cc3)ccc2o1 (stereo unspecified)	-15.8%	1.3%	i	18.9%	0.4%	19.0%	12.6	0.0%	0.9%
COc1ccc(/C=C/C(=O)Nc2ccc(Cl)cc2Cl)cc1	-69.0%[inhibitor]	-2.1%	·	31.7%	·	5.8%	·	·	18.7%
CCC(C)(O)c1[nH]c2ccc(C(=O)OC)cc2c1C (stereo unspecified)	-21.2%	-17.8%	i	1.5%	-0.1%	6.6%	-15.7	-3.2%	3.8%
CCOC(=O)C1(CC2CCCCO2)CCN(Cc2nc3ccccc3nc2C)CC1 (stereo unspecified)	-27.6%	35.3%	i	-26.9%	13.0%	8.7%	?	-1.8%	-2.3%
CC1(C)CC2CC(C)(CN2S(=O)(=O)c2ccc(C(=O)Nc3cccc(S(=O)(=O)N4CCOCC4)c3)cc2)C1 (stereo unspecified)	-81.9%[inhibitor]	?	i	5.1%	-2.9%	?	-13.0	9.8%	-4.0%

Source: PubChem BioAssay (National Center for Advancing Translational Sciences (NCATS))
